# CCT chaperon mod = cytosolic chaperonin activity modulation; purified chaperonin ATPase assay, HTRF ADP detection, 30 min; activity change, % (test concentration not listed), hits read low; 360,000 tested, 0.3% active; AID 651819; in the data active means activity change below about -30%; further: on the % scale 0 is the no-effect control and ±100 the full control effect
#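 We incubate TRiC, 40 or 20 nM final, with library compounds at 76 uM and 10 uM ATP for 30 min at 37 °C. ADP formed is detected with Transcreener HTRF reagents after 30 min at room temperature.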
# EPAC2 ag = agonists of human EPAC2 (RAPGEF4); EPAC2 activation, biochemical qHTS; response scale: 100% = 6.5 mM cAMP response; Q8WZA2; 360,000 tested, 0.079% active; Potency, µM (top dose mostly 154 µM), for inactives: top-dose activation, usual class: activators; further: potency means the concentration at half of the fitted maximal effect; nearly all actives have a fitted effect of over 50% in size
#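 Readout is BODIPY fluorescence (480 nm excitation, 540 nm emission), which falls as labeled GDP is exchanged off Rap1B. EPAC2 at 100 nM acted on 250 nM RAP1B-BODIPY-GDP with 50 uM GDP present.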
# MmCpn inh = M. maripaludis TRiC chaperonin inhibition. purified Mm-Cpn ATPase, ADP Transcreener TR-FRET. Potency, µM (series often up to 76.9 µM), for the others: top-dose activity, negative = inhibition, usual class: inhibitors. 330,000 tested, 0.031% active; further: potency means the concentration at half of the fitted maximal effect; on the % scale 0 is the no-effect control and ±100 the full control effect; nearly all actives have a fitted effect of over 80% in size
#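 Compound-treated chaperonin, 25 nM final, turns over 10 uM ATP at 37°C for 30 min following a 10 min preincubation; ADP generated competes with ADP-d2 for Eu-cryptate antibody, lowering FRET.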
# Akt phos inh = inhibitors of Akt phosphorylation; Neuro2A IGF-stimulated pAkt S473 HTRF, 20 min; hits give low values; activity change, % for hits at 50 µM; 360,000 tested, 0.32% active; in the data active means activity change below about -80%; inconclusive means mostly about -51% to -80%; further: on the % scale 0 is the no-effect control and ±100 the full control effect
#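 Neuro2A cells (4,500/well, DMEM with 0.5% FBS) were treated with compound at a single 50 µM final concentration, stimulated with 6 nM IGF for 20 min at 37 °C, and lysed. Phospho-Akt Ser473 was read by HTRF as 665/615 ratio ×10^4.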
# EPAC2 antag = blocks human EPAC2 exchange factor. Q8WZA2. EPAC2 GEF exchange of Rap1B-BODIPY-GDP, fluorescence. Potency, µM (highest dose often 114 µM), for inactives: top-dose activity, negative = inhibition, hits mostly inhibitors. 360,000 tested, 0.18% active. AID 720708; further: potency means the concentration at half of the fitted maximal effect; on the % scale 0 is the no-effect control and ±100 the full control effect; nearly all actives have a fitted effect of over 45% in size; many of its hits are not listed in these tables
# D3 ag = activates the human D3 dopamine receptor. P35462. D3R DiscoveRx beta-arrestin cells, luminescence, 90 min. max activation, %. 410,000 tested, 0.58% active. AID 652048; in the data active means max activation above about 30%; further: 0% is about no effect; mostly tested at two doses, the higher about 12 µM
# Target sequence (P35462 whole entry, looked up): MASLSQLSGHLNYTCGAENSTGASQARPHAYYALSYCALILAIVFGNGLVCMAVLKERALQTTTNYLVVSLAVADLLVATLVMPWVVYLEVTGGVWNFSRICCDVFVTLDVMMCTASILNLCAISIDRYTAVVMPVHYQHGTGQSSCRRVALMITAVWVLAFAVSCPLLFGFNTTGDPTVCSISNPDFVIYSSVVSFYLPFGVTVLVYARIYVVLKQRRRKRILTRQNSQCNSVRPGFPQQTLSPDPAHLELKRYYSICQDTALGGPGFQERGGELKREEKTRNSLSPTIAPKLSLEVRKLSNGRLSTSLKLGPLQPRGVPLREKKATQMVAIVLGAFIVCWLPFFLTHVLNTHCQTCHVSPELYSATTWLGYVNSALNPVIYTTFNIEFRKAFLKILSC
#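 Agonist mode: compounds and dopamine controls were applied to plated cells for 90 min at 37 degrees C after an overnight attachment at 1500 cells/well. Luminescent read-out followed 30 - 60 minutes at room temperature with DiscoveRx detection reagent.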
# PTHR1 ag = agonists of human PTHR1 parathyroid hormone receptor. Q03431. 410,000 tested, 0.075% active. HEK293 GP2 PTHR1 cells, GloSensor cAMP luminescence, 1 h. Potency, µM (doses to about 115 µM), for inactives: top-dose activation, hits mostly activators. AID 743266; further: potency means the concentration at half of the fitted maximal effect; nearly all actives have a fitted effect of over 55% in size; some results filed as inactive show a strong effect at the top dose; inactives centre near -15; many of its hits are not listed in these tables
# Target sequence (Q03431 whole entry, looked up): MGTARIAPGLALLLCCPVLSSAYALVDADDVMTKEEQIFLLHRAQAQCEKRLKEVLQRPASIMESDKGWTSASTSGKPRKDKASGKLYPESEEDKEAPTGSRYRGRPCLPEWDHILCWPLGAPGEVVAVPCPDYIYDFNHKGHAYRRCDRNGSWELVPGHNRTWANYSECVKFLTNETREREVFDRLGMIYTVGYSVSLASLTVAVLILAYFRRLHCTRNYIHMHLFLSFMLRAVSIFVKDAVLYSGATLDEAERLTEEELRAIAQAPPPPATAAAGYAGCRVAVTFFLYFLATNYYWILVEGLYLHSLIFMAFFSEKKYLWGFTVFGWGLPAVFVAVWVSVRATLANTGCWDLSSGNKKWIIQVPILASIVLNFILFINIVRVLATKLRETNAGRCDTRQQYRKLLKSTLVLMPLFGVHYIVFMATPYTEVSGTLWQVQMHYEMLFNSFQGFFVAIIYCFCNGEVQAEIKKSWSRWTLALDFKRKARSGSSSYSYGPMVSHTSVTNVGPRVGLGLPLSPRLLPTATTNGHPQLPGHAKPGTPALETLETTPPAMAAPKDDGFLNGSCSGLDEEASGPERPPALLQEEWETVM
#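 HEK-293-derived GP2 cells expressing PTHR1 and a GloSensor cAMP reporter, 3,000/well, plated overnight, given luciferin plus IBMX (each 0.5 mM as added) for 1 h at 37 °C, then compound for 1 h at 37 °C. Luminescence was read after 15 min at room temperature.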
# D3 antag = antagonists of human D3 dopamine receptor. 360,000 tested, 2.5% active. D3R cells, DiscoveRx beta-arrestin luminescence, antagonist mode; hits give low values. max response, negative = inhibition, %. P35462; in the data active means max response below about -50%; inconclusive means no clear call, values can overlap the other calls; further: on the % scale 0 is the no-effect control and ±100 the full control effect; mostly tested at two doses, the higher about 12 µM
#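 Cells plated overnight at 1500 cells/well, then exposed to library compounds with dopamine controls for 90 minutes at 37 degrees C. DiscoveRx reagent added for 30–60 minutes at room temperature; luminescence read, quantitative HTS format.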
# Numbers without * were called inactive; i = inactive; ? = inconclusive; / = not tested or not shown; & = joins results of further samples; [ ] = dose if it differs, or a comment. Unless noted, the call rests on the fitted dose curve; in most records, active means well fitted curve in the direction sought with a large enough effect; inconclusive means small, poorly fitted or top-dose-only effect, or another doubt; inactive means no such curve, though single readings can be large; an effect the other way counts as inactive or inconclusive. These rows are one share of the data; the hit share may differ from the screen's.
# Below each SMILES – Akt phos inh	D3 ag	EPAC2 antag	EPAC2 ag	D3 antag	MmCpn inh	PTHR1 ag	CCT chaperon mod
1: COCCNC(=O)c1cccc(OC2CCN(Cc3ccccc3OCCO)CC2)c1
  i	-11.8	3.1%	6.9%	-12.3	-4.9%	-28.0%	-3.8
2: CCc1cc2c(=O)c(-c3nc(C)cs3)c(CCCC(=O)O)oc2cc1O
  i	-2.3	2.4%	5.8%	-17.2	1.5%	i	-1.3
3: O=C(CC1OCC2CCCN2C1=O)Nc1ccc([N+](=O)[O-])cc1 (configuration not stated)
  i	-0.1	8.7%	7.8%	2.5	0.2%	-0.4%	-2.6
4: Cc1ccnc2c1NC(=O)c1cccnc1N2C1CC1
  i	0.0&5.6	3.2%	3.6%	-11.3	1.7%&-3.8%	-9.8%	0.9
5: CCc1ccc(CCC(=O)Nc2nccs2)o1
  i	0.1	-1.8%	6.6%	16.3	1.3%	-23.9%[57.5 µM]	2.4
6: COC(=O)Nc1ccc(SCC(=O)c2ccccc2)cc1
  i	10.2	-8.3%	6.6%	-2.4	0.9%	i	0.3
7: CCOC(=O)c1c(C)[nH]c(C)c1S(=O)(=O)N(C)CC(=O)NCc1cccc(Br)c1
  i	1.9&3.6	0.7%	2.5%	3.9	-2.8%	?	-3.1
8: N#Cc1ccc(-c2csc(NC3=NCCCCC3)n2)cc1
  i	-7.7	1.5%	-8.8%	-10.9	-0.7%	19.2%	0.7
9: O=C(O)C1C=Cc2ccccc2N1C(=O)c1ccccc1 (configuration not stated) (tested in a mixture with another compound)
  i	4.5	-3.9%	-4.8%	2.4	/	-19.8%	-0.5
10: COc1ccc(N(C)S(=O)(=O)c2cccc(C(=O)Nc3nnc(C)s3)c2)cc1
  i	0.0	-2.9%	16.6%	-5.1	3.5%	-8.6%	0.0
11: CCCc1cc(=O)[nH]c(SCC(=O)N(CCOC)c2c(N)n(Cc3ccccc3)c(=O)[nH]c2=O)n1
  i	-17.1	10.3%	6.0%	20.1	0.3%	i	-3.4
12: O=C(Nc1ccc(NC(=O)N2CCN(c3ccccc3O)CC2)cc1)N1CCN(c2ccccc2O)CC1
  i	-1.8	13.3%	15.2%	6.5	-1.0%	i	0.5
13: CCC(Sc1nc2ccncc2[nH]1)C(=O)Nc1ccc(C)c(Cl)c1 (configuration not stated)
  i	3.9	-12.0%	6.1%	25.2	-0.6%	i	-1.2
14: Cc1ccc(-c2nc3ccc(Cl)cc3n2OC(C)C(=O)O)cc1 (configuration not stated)
  i	-1.8	1.8%	4.6%	-0.8	0.4%	i	-55.3*
15: Cc1cccc(N2C(=O)C(O)=C(C(=O)c3cccs3)C2c2cccc(Oc3ccccc3)c2)n1 (configuration not stated)
  i	7.7	-18.5%	-8.2%	0.0	-0.4%	-24.6%	1.3
16: C[C@H](CO)N1C[C@H](C)[C@@H](CN(C)S(=O)(=O)c2ccccc2)Oc2c(cccc2N(C)C)C1=O
  i	13.2	6.8%	-1.4%	-11.4	-0.3%	-5.4%	0.5
17: Cc1cc(C)cc(NC(=O)CS(=O)(=O)c2ccccc2)c1
  i	0.0	0.5%	10.2%	-19.7	-0.2%	-4.0%	0.0
18: C(=N\Nc1ncnc2ccccc12)/c1ccccc1
  i	-1.9	-1.4%	1.6%	2.4	-1.6%	-35.9%[inhibitor]	0.4
19: NS(=O)(=O)OCCCc1ccccc1
  i	-9.3	0.0%	11.1%	?	-1.0%	-15.4%	-1.5
20: CCCCn1c(=O)c(-[n+]2ccccc2)c([O-])c2ccccc21
  i	1.1	13.4%	8.0%	-25.7	1.2%	-4.0%	0.9
21: COc1ccc(-c2cc3cc(F)ccc3cn2)cc1
  i	-10.7	-6.3%	2.3%	-19.4	-2.3%	-22.4%	0.3
22: CC(=O)/C=C(/C)NC(Cc1c[nH]c2ccccc12)C(=O)O (configuration not stated)
  i	-13.7&-0.3	10.1%&3.2%	2.6%&-0.5%	-23.5&14.4	0.6%&0.6%	i	1.7&-2.4
23: CCOC(=O)/C(C#N)=N/Nc1c(C)n(C)n(-c2ccccc2)c1=O
  i	2.9	-0.7%	-3.9%	13.9	-0.5%	i	-2.2
24: Cc1ccc(S(=O)(=O)n2nc(-c3ccco3)nc2SCc2ccccc2)cc1
  i	-6.5	3.5%	7.0%	-25.3	2.1%	-3.8%	-1.8
25: Cc1ccc(S(=O)(=O)N2CCN(C)CC2)cc1C
  i	-0.9	8.6%	2.6%	-1.6	-0.7%	i	-17.6
26: Cc1ccc(/C=C(\NC(=O)c2ccccc2)C(=O)NCCN2CCOCC2)o1
  i	0.7	5.1%	2.1%	7.3	-0.5%	-21.2%	0.6
27: CCCCNC(=O)OCC(CC)NC(=O)OCC(C)C (configuration not stated)
  i	0.0	0.2%	0.9%	2.7	-0.3%	i	-1.1
28: CCN(CC)C(=O)c1[nH]cnc1C(=O)Nc1cccc(Cl)c1
  i	4.8	12.6%	-6.0%	1.4	1.3%	-37.6%[inhibitor]	0.2
29: COc1ccc(NC(=S)NCCc2c[nH]c3ccc(OC)cc23)c(OC)c1
  i	-15.3	7.4%	-1.1%	-22.8	-1.1%	i	1.9
30: CCOc1cc(/C=C2/C(=O)ON=C2C)ccc1OCc1ccccc1F
  i	0.7	-3.0%	2.2%	-17.2	2.7%	-13.4%[57.5 µM]	2.2
31: O=C(CSc1nncn1-c1ccccc1)Nc1c(F)cccc1F
  i	11.7	21.3%	6.0%	-21.1	0.2%	i	0.8
32: COc1cc(/C=C2\N=C(c3ccccc3)NNC2=O)cc(OC)c1OC
  i	0.4	-25.5%	3.5%	-13.2	2.3%	-5.9%	1.0
33: Cc1c(Cl)ccc(S(=O)(=O)NCCCn2ccnc2)c1Cl
  i	-5.6	-11.4%	0.2%	3.4	3.6%	-14.1%	-0.7
34: Nc1cc(Cl)cc2c1-c1ccc(Cl)cc1C2
  i	0.5	12.9%	2.1%	22.1	/	-8.4%	-1.0
35: O=C(O)COc1ccccc1/C=N/NC(=O)CSc1nc2ccccc2n1Cc1ccc(Cl)cc1
  i	4.7	-28.0%	-2.1%	14.0	4.6%	i	0.2
36: CCOC(=O)c1cc(CC)sc1NC(=O)CC1Sc2ccc(C(F)(F)F)cc2NC1=O (configuration not stated)
  i	0.7	-2.2%	-2.2%	-17.0	-0.5%	-18.7%	-1.9
37: Cc1oc(-c2ccccc2)nc1C(=O)OCC(=O)NC(C)c1ccccc1 (configuration not stated)
  i	-4.4	0.3%	4.1%	5.2	-10.5%	-25.9%	1.5
38: CCCCNc1c(CCc2ccccc2)nc2nc(C)cc(C)n12
  i	-8.3	0.7%	3.4%	-23.0	/	i	1.1
39: O=C(Nc1cccc2ncccc12)c1ccc([N+](=O)[O-])o1
  i	-7.3	1.2%	4.6%	-3.7	0.4%	i	2.2
40: CCn1nnc(NC(=O)c2cc(Cl)c(OC)c(Cl)c2)n1
  i	-13.4	-6.4%	15.2%	?	0.8%	-4.5%	-0.2
41: Cc1ccc(C(=O)NC2CCN(C(=O)Nc3ccc(F)cc3)CC2)cc1
  i	-2.9	3.0%	10.6%	0.2	-2.6%	-12.6%	1.1
42: CCOC(=O)N1CCN(C(=O)c2ccc3c(c2)N(C)C(=O)/C(=C\c2ccc(OCC)c(OC)c2)S3)CC1
  i	45.9*	-13.6%	-0.2%	62.8	-1.7%	-72.4%[inhibitor]	0.3
43: CCOC(=O)C(c1ccccc1)C(Nc1ccccc1)c1ccccn1 (configuration not stated)
  i	3.1	-4.0%	3.4%	4.2	-0.8%	-20.7%	-0.1
44: COc1ccc2c(c1)c1ncn(CCN3CCCC3)c(=O)c1n2C
  i	0.1	8.5%	-4.8%	-9.6	-2.8%	-7.0%[57.5 µM]	-1.1
45: COc1ccc(C(=O)OCC(=O)N2CCN(S(=O)(=O)c3ccc(C)cc3)CC2)cc1[N+](=O)[O-]
  i	-4.6	-4.6%	11.5%	4.6	/	-24.0%	0.3
46: CC(C)(C)C(=O)NCCN1C(=O)S/C(=C\c2ccc([N+](=O)[O-])cc2)C1=O
  i	-5.0	7.1%[57.1 µM]	5.0%	-8.3	0.2%	-43.2%[inhibitor]	1.2
47: C/C(=N\NC(=O)CNC(=O)C(c1ccccc1)c1ccccc1)c1ccc(C(C)(C)C)cc1
  i	3.7	-0.5%	-5.4%	13.9	0.0%	i	-3.4
48: COCCNS(=O)(=O)c1ccc(-c2ccc(C)cc2)cc1
  i	25.1	7.3%	4.9%	34.3	-2.4%	i	1.4
49: O=C(NCCCCNC(=O)C(F)(F)F)C(F)(F)F
  i	-4.0	6.5%	-0.2%	-4.6	1.5%	i	-1.4
50: COc1ccc(NS(=O)(=O)c2ccc(O)c(NC(=O)c3ccc(S(=O)(=O)N4CCCC4)cc3)c2)cc1
  i	5.1	-8.4%	-4.5%	11.8	0.1%	i	-1.4
51: Cc1ccc2nc(-c3cccc(N)c3)[nH]c2c1
  i	4.9	-1.4%	3.7%	7.7	-5.5%	-33.2%[inhibitor]	0.4
52: CN(Cc1ccccc1)C(=O)c1ccc(NC(=O)Cc2ccc(NC(=O)C3CCN(C(=O)CCc4ccccc4)CC3)cc2)cc1
  i	-6.9	8.1%	6.8%	?	/	-65.8%[inhibitor]	-4.0
53: CCC(C)NC(=O)c1cn(CCOC)c(=O)c2c1c1ccccc1n2C (configuration not stated)
  i	5.5	21.7%	-16.0%	-12.4	0.0%	i	-1.1
54: CCOC(=O)c1cnc(-n2nc(C)cc2C)nc1NCCc1ccccc1
  i	-5.7	-0.4%	5.0%	-14.2	-0.3%	i	0.6
55: CC1(C)CC(=O)C(Sc2ccccc2C(=O)O)=C(O)C1
  i	9.7	-6.7%	-2.9%	-24.9	0.5%	-20.1%	-3.3
56: Cc1ccc(-c2ccc(/C=C3\SC(N4CCOCC4)=NC3=O)o2)cc1
  i	7.0	-2.1%	-3.5%	2.5	-0.9%	-5.6%	-5.2

# Entries from the list above that have a cyano group (2):
# Below each SMILES – Akt phos inh	D3 ag	EPAC2 antag	EPAC2 ag	D3 antag	MmCpn inh	PTHR1 ag	CCT chaperon mod
8: N#Cc1ccc(-c2csc(NC3=NCCCCC3)n2)cc1
  i	-7.7	1.5%	-8.8%	-10.9	-0.7%	19.2%	0.7
23: CCOC(=O)/C(C#N)=N/Nc1c(C)n(C)n(-c2ccccc2)c1=O
  i	2.9	-0.7%	-3.9%	13.9	-0.5%	i	-2.2
